Assay outcomes deposited in PubChem BioAssay by National Center for Advancing Translational Sciences (NCATS).
LMNA splice mod: qHTS Assay for Modulators of Lamin A Splicing | HeLa LMNA splicing GFP/RFP minigene ratio, 48 h | Potency, µM (doses to about 46.1 µM), for inactives: at the top dose ratio change, negative = inhibition, actives largely listed as inhibitors | 0.01% of 200,000 active; active means well fitted inhibition curve with a large enough effect in the signal ratio, with a control signal flat, not every such curve was filed as active; inconclusive means small, poorly fitted or top-dose-only effect, or effect the other way, or a change in a side signal; the % refers to the signal ratio; further: potency means the concentration at half of the fitted maximal effect; on the % scale 0 is the no-effect control and ±100 the full control effect
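S3 HeLa cells stably expressing lamin A-EGFP splicing minigene plus DsRed2, 600 cells/well, 48 h compound exposure at 37C. Laser-scanning cytometry; analysed as GFP (500-530 nm)/RFP (575-640 nm) total intensity ratio; 0.5% DMSO vehicle.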
HTT ATP protect: qHTS Multiplex Assay to Identify Dual Action Probes in a Cell Model of Huntington: Cytoprotection (ATP); PC12 HTT-Q103 induced, cytoprotection, ATP luminescence, 40 h; AID 1471, 2008; Potency, µM (highest dose often 56.4 µM), without a hit: cytoprotection (ATP increase), usual class: activators; 0.14% of 230,000 active;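 further: potency means the concentration at half of the fitted maximal effect; % of control where 0% means no effect; nearly all actives have a fitted effect of over 45% in size; toxic huntingtin expression switched on by the ecdysone agonist tebufenozide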
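Stable PC12 Q103-GFP cells in serum-supplemented, phenol red-free DMEM; induction by tebufenozide at 100 nM final; compound dose series; cell viability quantified luminescently from ATP.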
CBFb RUNX1 block: qHTS Assay for Compounds Blocking the Interaction Between CBF-beta and RUNX1 for the Treatment of Acute Myeloid Leukemia; Runt-related transcription factor 1 (Homo sapiens) + Core-binding factor subunit beta …; AlphaScreen CBFb-His/RUNX1-biotin binding, biochemical; Potency, µM (titrated, usually from 59.8 µM), for inactives: at the top dose activity, negative = inhibition, hits mostly inhibitors; 230,000 tested, under 10 active; further: % of control where 0% means no effect
Target sequence (Q01196 whole entry, looked up): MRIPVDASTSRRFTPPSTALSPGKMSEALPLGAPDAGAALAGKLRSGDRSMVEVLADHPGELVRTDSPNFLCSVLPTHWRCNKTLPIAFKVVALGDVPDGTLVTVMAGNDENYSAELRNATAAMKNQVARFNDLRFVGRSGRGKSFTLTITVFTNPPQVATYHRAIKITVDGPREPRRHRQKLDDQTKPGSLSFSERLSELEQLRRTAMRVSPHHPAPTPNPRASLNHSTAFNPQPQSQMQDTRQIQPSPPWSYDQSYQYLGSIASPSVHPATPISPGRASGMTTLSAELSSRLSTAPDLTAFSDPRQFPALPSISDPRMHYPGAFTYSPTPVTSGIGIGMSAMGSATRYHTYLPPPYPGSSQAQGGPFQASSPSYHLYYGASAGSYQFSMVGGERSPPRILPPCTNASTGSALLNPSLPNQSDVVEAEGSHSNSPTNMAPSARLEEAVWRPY
Target sequence (Q13951 whole entry, looked up): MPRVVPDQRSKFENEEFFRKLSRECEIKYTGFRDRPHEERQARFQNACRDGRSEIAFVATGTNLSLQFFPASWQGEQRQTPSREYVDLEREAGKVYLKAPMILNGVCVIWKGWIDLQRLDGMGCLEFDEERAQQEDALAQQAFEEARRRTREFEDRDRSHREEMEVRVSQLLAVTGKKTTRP
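Room-temperature protein-protein interaction test with 30 nM each of His-tagged CBF-beta and biotinylated RUNX1, 15 min with compound, then 90 min with nickel plus streptavidin beads. Signal read in AlphaScreen mode.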
IMPase Li cell: qHTS Assay for Identifying the Cell-Membrane Permeable IMPase Inhibitors: Potentiation with Lithium. CHO-M1 cells, IP1 TR-FRET (IP-One), carbachol + lithium. Potency, µM (titrated, usually from 59.4 µM), for inactives: at the highest dose activity, negative = IMPase inhibition, hits mostly inhibitors. 0.35% of 210,000 active;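 further: IP1 builds up when IMPase is blocked and the TR-FRET signal falls; potency means the concentration at half of the fitted maximal effect; plate controls were basal vehicle for no effect and high inhibitor control for full effect; nearly all actives have a fitted effect of over 50% in size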
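Steps: plate 2000 CHO-M1 cells per well and culture 16–30 h; add compound and lithium; incubate 30 min, 37C; add d2-IP1 tracer and Eu cryptate anti-IP1 antibody in lysis buffer; read after 10 min at room temperature.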
KinaseGlo FLuc: Counterscreen for Luciferase (Kinase-Glo TM) Inhibition. Kinase-Glo luciferase, ATP luminescence, 8 min. Potency, µM (highest dose often 38.3 µM), for inactives: at the top dose activity change, negative = inhibition, actives largely listed as inhibitors. 0.28% of 200,000 active; further: potency means the concentration at half of the fitted maximal effect; on the % scale 0 is the no-effect control and ±100 the full control effect; nearly all actives have a fitted effect of over 60% in size
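Light output from Kinase-Glo luciferase with luciferin and 10 uM ATP in 50 mM imidazole pH 7.2, KCl, MgCl2, Tween 20, BSA; compound pin-delivered, 8-min ambient incubation, then luminescence read.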
HTT aggregate: qHTS Multiplex Assay to Identify Dual Action Probes in a Cell Model of Huntington: Aggregate Formation (GFP); AID 1688, 2009; PC12 HttQ103-GFP aggregates, Acumen cytometry, 40 h; Potency, µM (titrated, usually from 46.1 µM), without a hit: at the highest dose activity change, negative = inhibition, most hits filed as inhibitors; 1.1% of 220,000 active; further: potency means the concentration at half of the fitted maximal effect; on the % scale 0 is the no-effect control and ±100 the full control effect; nearly all actives have a fitted effect of over 60% in size
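Ecdysone-promoter PC12 model expressing HTT exon 1 Q103 fused to GFP, induced by tebufenozide at 100 nM final. Compounds titrated; aggregates sized 1–25 µm scored on a 488 nm laser cytometer.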
SMN2 splice enh: qHTS Assay for Enhancers of SMN2 Splice Variant Expression | HEK293 SMN2-luciferase splicing reporter, luminescence, 30-36 h | Potency, µM (highest dose often 46.1 µM), for inactives: top-dose activity change, positive = activation, actives largely listed as activators | 2.8% of 210,000 active | AID 1458, 2008; further: potency means the concentration at half of the fitted maximal effect; % of control where 0% means no effect; nearly all actives have a fitted effect of over 55% in size
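qHTS luciferase splicing reporter: luminescence rises when SMN2 exon 7 is included in transfected HEK293 cells. Compound exposure lasted 30-36 h at 37C, with 4.5 mM final sodium butyrate as control, followed by a ONE-Glo read.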
An asterisk follows results filed as active; ? = inconclusive; · = no result given; & = joins results of further samples; [ ] = another dose, or the depositor's remark. Unless noted, the call rests on the fitted dose curve; in most records, active means well fitted curve in the direction sought with a large enough effect; inconclusive means small, poorly fitted or top-dose-only effect, or another doubt; inactive means no such curve, though single readings can be large; an effect the other way counts as inactive or inconclusive.

SMILES	LMNA splice mod	HTT ATP protect	CBFb RUNX1 block	IMPase Li cell	KinaseGlo FLuc	HTT aggregate	SMN2 splice enh
Cc1nc(N2CCCCC2)c2ccsc2n1	-5%	7%	2%	0%[38.3 µM]	7%	-11%[9.22 µM]	-33%[inhibitor]
Oc1ccc(NCc2ccccc2OCc2ccccc2F)cc1	12%	-78%[inhibitor]	?	11%[38.3 µM]	9%	-2%	-19%&-1%
Cc1nc2cc(NC(=O)c3ccc(N4C(=O)CCC4=O)cc3)ccc2s1	?	-90%[inhibitor]	-2%	-5%	3%	4%	3%
COCCN(C(=O)CSc1nnc(C)n1-c1ccccc1)c1c(N)n(Cc2ccccc2)c(=O)[nH]c1=O	?	9%[10 µM]	-1%	-1%	-1%	-15%	13%
CCC(COC)NCc1cn(-c2ccc(F)cc2F)nc1-c1ccccc1C (stereo not given)	1%[46 µM]	5%[10 µM]	13%	11%	-1%	19%[9.22 µM]	·
COc1ccc(CCN(C)CCCC(C#N)(c2cc(OC)c(OC)c(OC)c2)C(C)C)cc1OC (stereo not given)	?	-23%&10%	?	12%&10%&33%&32%	2%&-2%	7%&6%	-10%&-15%&-5%&-12%
COc1ccc(-n2c(=O)c(-c3ccccc3)nc3cnc(N4CCN(C)CC4)nc32)cc1	1%	-1%	·	-5%	·	·	·
CN(C)S(=O)(=O)c1ccc(Cl)c(NC(=O)CN2CCNC(=O)C2)c1	·	·	-4%	-2%	2%	25%	2%
CCN(CC)CCC(c1ccc(N(C)C)cc1)c1c(OC)cc(OC)c2ccc(=O)oc12 (stereo not given)	·	8%[10 µM]	?	·	·	-3%[9.22 µM]	·
CCSc1nnc(NC(=O)c2cccc(S(=O)(=O)N(C)c3ccc(C)cc3)c2)s1	?	7%[1.9 µM]	0%	0%	-2%	13%	-11%
Cc1cccc(C)c1NC(=O)CN(C)c1ccc(C(F)(F)F)cn1	-9%	23%[10 µM]	-1%	9%	4%	3%	-27%
CC(C)(C)C1CCc2c(sc(NC(=O)CSc3ncn[nH]3)c2C#N)C1 (stereo not given)	?	-13%[10 µM]	-3%	-1%	1%	?	-40%[inhibitor]
Cc1cc2n(n1)C(c1ccc(N(C)C)cc1)Nc1ccccc1-2 (stereo not given)	-17%	-8%	22%	1%[38.3 µM]	1%	3%	1%
O=C(Cn1c(=O)sc2ccccc21)Nc1ccc(O)cc1	·	16%	7%	-1%	1%	4%	-13%
Cn1c(=O)c2ncn(CC(=O)Nc3ccc4c5c(cccc35)CC4)c2n(C)c1=O	-5%	-26%[0.074 µM]	-1%	13%[38.3 µM]	-2%	7%	-23%
CCC(Sc1nc2ccccc2c(=O)[nH]1)C(=O)Nc1ccc(C(C)=O)cc1 (stereo not given)	·	12%[10 µM]	25%	20%	-3%	15%[9.22 µM]	·
O=C(Nc1cnn(Cc2c(Cl)cccc2Cl)c1)c1ccc([N+](=O)[O-])cc1	15%	-5%	-3%	25%[38.3 µM]	1%	11%	-10%
CNC(=S)Nc1ccc(OCc2ccccc2)cc1	-24%[46 µM]	28%	-3%	7%	-1%	1%	20%
Cc1onc(-c2c(F)cccc2Cl)c1C(=O)NCc1cccs1	3%	17%	8%	2%[38.3 µM]	4%	-5%	21%
Cc1ccoc1C(=O)N1CCCC(CCC(=O)N2CCN(c3ccccn3)CC2)C1 (stereo not given)	·	18%[10 µM]	-2%	8%	0%	17%[9.22 µM]	·
CCOC(=O)C1CCCN(C(=O)C2CCCN(S(C)(=O)=O)C2)C1 (stereo not given)	12%	-60%[inhibitor]	-5%	-1%[38.3 µM]	-7%	12%	-7%
COCCNCC(=O)Nc1nc(C)cs1	9%[46 µM]	5%[10 µM]	10%	11%	2%	11%	11%
Nc1nc(Nc2cccc(F)c2)nc(NCCO)c1[N+](=O)[O-]	·	30%[10 µM]	1%	·	·	28%[9.22 µM]	·
CCCCCNC(=O)CN(c1ccc2c(c1)OCO2)S(C)(=O)=O	6%	2%	0%	2%[38.3 µM]	-4%	-18%	-6%
CC(=O)N1N=C(c2cccs2)CC1c1cccs1 (stereo not given)	4%[46 µM]	?	7%	9%	2%	28%[9.22 µM]	?
Cc1ccc(NC(=O)Nc2ccccc2)c(Br)c1	-11%	9%[10 µM]	-4%	9%	1%	-9%	13µM*
Cc1c(C(=O)N/N=C/c2ccc(O)cc2)sc(=S)n1C	4%	·	4%	2%	0%	-1%	-13%
Cc1cc(C)cc(NC(=O)c2ccc(CSc3nnnn3C)cc2)c1	?	-32%[inhibitor]	-1%	0%[38.3 µM]	0%	-5%	-11%
Cc1ccc(NC(C#N)c2ccccc2OCc2ccccc2)cc1 (stereo not given)	?	-39%[inhibitor]	14%	-9%[38.3 µM]	0%	-4%	-11%
Cc1ccc(Nc2nc(COC(=O)C3CC3)cs2)cc1	·	-49%	-3%	19%	-2%	3%[9.22 µM]	?
COc1ccc(OC)c(NC(=S)N2CCN(C/C=C/c3ccccc3)CC2)c1	-17%	12%	-9%	14%[38.3 µM]	-6%	-17%	-16%
Cc1nn(Cc2ccccc2)c2c1C(c1ccncc1)C(C#N)=C(N)O2 (stereo not given)	8%	5%	-9%	-2%[38.3 µM]	-1%	16%	13%
O=c1cnnc(Nc2ccccc2)[nH]1	-10%[46 µM]	-17%	1%	-2%	0%	12%	-8%
O=C(COc1ccc2ccccc2c1)NN1C(=O)c2ccccc2C1=O	2%	22%[10 µM]	14%	-6%	-1%	22%	2%
CCOc1ccc(-n2c(SCC(=O)c3c(N)n(C)c(=O)n(C)c3=O)nnc2-c2cccnc2)cc1	0%	·	1%	2%	1%	-27%	10%
CCOC(=O)/C(=N\Nc1cc(Cl)ccc1Cl)N1CCN(C)CC1	7%	·	-6%	5%	-3%	-1%	1%
COc1cc(C(c2c(C)[nH][nH]c2=O)c2c(C)[nH][nH]c2=O)cc([N+](=O)[O-])c1O	?	-18%	-9%	19%	-5%	12%	-21%
O=C(CN1CCCC1)NN=C(c1ccccc1)c1ccccc1	·	-12%	13%	19%	5%	-1%	·
Cc1nc(-c2cccc(S(=O)(=O)N3CCC(C)CC3)c2)cs1	?	-75%[inhibitor]	7%	·	·	?	·
S=C1NCN(Cc2cccnc2)CN1c1cccc2ccccc12	·	8%[10 µM]	-1%	·	·	4%[9.22 µM]	·
O=C(NCCCN1CCOCC1)c1ccccc1	0%	1%	-1%	19%[38.3 µM]	-1%	15%	-52%[inhibitor]
OCCCNc1ncnc2sc(-c3ccccc3)cc12	?	17%[10 µM]	12%	8%	4%	6%	-17%
COc1cc(C2C3CN(C)CC=C3C(C#N)=C(N)C2(C#N)C#N)ccc1OC(C)C (stereo not given)	-2%	2%[10 µM]	-5%	-4%[38.3 µM]	3%	-22%	20%
COC(=O)Cn1c(C)nc([N+](=O)[O-])c1Br	-9%[9.22 µM]	-19%	?	-1%	-1%	?	1%
O=C(CSC1=NCCS1)Nc1ccnc2ccccc12	?	26%	1%	11%[38.3 µM]	2%	10µM*	-53%[inhibitor]
CN(C(=O)COC(=O)c1nc(-c2ccccc2)n(-c2ccccc2)n1)C1CCS(=O)(=O)C1 (stereo not given)	-2%	-21%	6%	32%[activator][38.3 µM]	9%	14%	-8%
Cn1c(=O)c2c(ncn2CCC(=O)N/N=C/c2cccnc2)n(C)c1=O	·	-14%[10 µM]	-2%	·	·	-15%[9.22 µM]	·
O=C(Nc1cc(C(F)(F)F)ccc1N1CCOCC1)c1ccc(Cl)nc1	-13%	8%	-1%	52%[activator][38.3 µM]	18%	-27%	-4%
CCOC(=O)N1CCN(Cc2nc(Cc3cccc(F)c3)no2)CC1	?	15%[10 µM]	-8%	6%	5%	25%[9.22 µM]	·

Among those listed so far, these contain fluorine:
SMILES	LMNA splice mod	HTT ATP protect	CBFb RUNX1 block	IMPase Li cell	KinaseGlo FLuc	HTT aggregate	SMN2 splice enh
Oc1ccc(NCc2ccccc2OCc2ccccc2F)cc1	12%	-78%[inhibitor]	?	11%[38.3 µM]	9%	-2%	-19%&-1%
CCC(COC)NCc1cn(-c2ccc(F)cc2F)nc1-c1ccccc1C (stereo not given)	1%[46 µM]	5%[10 µM]	13%	11%	-1%	19%[9.22 µM]	·
Cc1cccc(C)c1NC(=O)CN(C)c1ccc(C(F)(F)F)cn1	-9%	23%[10 µM]	-1%	9%	4%	3%	-27%
Cc1onc(-c2c(F)cccc2Cl)c1C(=O)NCc1cccs1	3%	17%	8%	2%[38.3 µM]	4%	-5%	21%
Nc1nc(Nc2cccc(F)c2)nc(NCCO)c1[N+](=O)[O-]	·	30%[10 µM]	1%	·	·	28%[9.22 µM]	·
O=C(Nc1cc(C(F)(F)F)ccc1N1CCOCC1)c1ccc(Cl)nc1	-13%	8%	-1%	52%[activator][38.3 µM]	18%	-27%	-4%
CCOC(=O)N1CCN(Cc2nc(Cc3cccc(F)c3)no2)CC1	?	15%[10 µM]	-8%	6%	5%	25%[9.22 µM]	·
